Bioassay records deposited in PubChem BioAssay by National Center for Advancing Translational Sciences (NCATS).
POLH inh – qHTS for Inhibitors of Polymerase Eta | DNA polymerase eta (Homo sapiens), Q9Y253 | recombinant Pol eta, fluorescent DNA replication assay | Potency, µM (titrated, usually from 114 µM), for inactives: at the top dose activity change, negative = inhibition, most hits filed as inhibitors | 390,000 tested, 1.2% active | AID 588591, 2011; further: potency means the concentration at half of the fitted maximal effect; on the % scale 0 is the no-effect control and ±100 the full control effect
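Fluorescent replication assay: 50 nM final substrate added after a 15 min room-temperature compound preincubation with 10 nM enzyme. Signal taken at 0 min and again at 10 min.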
POLB inh – qHTS Assay for Inhibitors of DNA Polymerase Beta; P06746; Pol beta primer extension/strand displacement, fluorescence kinetic; Potency, µM (top dose mostly 114 µM), inactives show at the highest dose activity change, negative = inhibition, usual class: inhibitors; 340,000 tested, 1.3% active; further: potency means the concentration at half of the fitted maximal effect; on the % scale 0 is the no-effect control and ±100 the full control effect
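Enzyme-only controls used 10 nM Pol beta; buffer lacking enzyme served as negative control. Compound preincubated 15 min, then 50 nM substrate added; 0 and 10 min reads at room temperature.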
GRP78 ERSR act – qHTS for Inducers of the Endoplasmic Reticulum Stress Response (ERSR) in Human Glioma: qHTS | U87-MG GRP78 promoter luciferase reporter, 16 h | Potency, µM, inactives show at the highest dose activation, actives largely listed as activators | 420,000 tested, 0.02% active | AID 602332, 2012; further: potency means the concentration at half of the fitted maximal effect; series mostly up to about 76 µM; % of control where 0% means no effect; nearly all actives have a fitted effect of over 35% in size
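Stably transfected U87-MG glioma cells carrying a GRP78-based luciferase sensor; 16 h compound incubation. Luminescence end-point read 10 min after Bright-Glo addition at room temperature.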
POLK inh – qHTS for Inhibitors of Polymerase Kappa; DNA polymerase kappa (Homo sapiens), Q9UBT6; purified Pol kappa, fluorescent DNA synthesis assay, 10 min; Potency, µM (titrated, usually from 107 µM), without a hit: top-dose activity, negative = inhibition, hits mostly inhibitors; 400,000 tested, 0.53% active; further: potency means the concentration at half of the fitted maximal effect; on the % scale 0 is the no-effect control and ±100 the full control effect
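Here, compound and 10 nM enzyme are combined for 15 min at room temperature; adding 50 nM substrate (final) starts DNA synthesis, tracked by fluorescence at 0 and 10 min against buffer-only wells.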
LDHA inh – qHTS assay for inhibitors of human lactate dehydrogenase. L-lactate dehydrogenase A chain (Homo sapiens), P00338. purified LDHA, NADH/diaphorase-resazurin fluorescence; active compounds read low. activity change, % (values are at about 110 or 230 µM). 480,000 tested, 0.15% active. AID 1347041, 2019; in the data active means activity change below about -30%; inconclusive means mostly about -25% to -30%;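 further: plate controls were DMSO wells for no effect and wells without enzyme for full effect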
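Resorufin fluorescence (ex540/em590), read at 0 and 20 min after diaphorase/resazurin addition, reports the NADH left after a 5 min room-temperature reaction of 2 nM human LDH5 with 0.06 mM NADH and 0.2 mM pyruvate.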
BLM inh – qHTS Assay for Inhibitors of Bloom's syndrome helicase (BLM) | RecQ-like DNA helicase BLM (Homo sapiens), P54132 | recombinant BLM DNA unwinding, fluorescence dequenching | Potency, µM (series often up to 56.1 µM), inactives show at the highest dose activity change, negative = inhibition, most hits filed as inhibitors | 350,000 tested, 0.2% active | AID 2528, 2010;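 further: potency means the concentration at half of the fitted maximal effect; plate controls were vehicle for no effect and no enzyme for full effect; nearly all actives have a fitted effect of over 35% in size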
APEX1 inh – qHTS Assay for Inhibitors of the Human Apurinic/apyrimidinic Endonuclease 1 (APE1) | DNA repair nuclease/redox regulator APEX1 (Homo sapiens), P27695 | recombinant APE1, TAMRA/BHQ-2 abasic DNA cleavage fluorescence | Potency, µM (doses to about 65.8 µM), for the others: at the top dose activity change, negative = inhibition, actives largely listed as inhibitors | 350,000 tested, 0.35% active | AID 2517, 2012;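 further: potency means the concentration at half of the fitted maximal effect; plate controls were vehicle for no effect and reference inhibitor for full effect; nearly all actives have a fitted effect of over 55% in size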
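Measures dequenching upon AP-site incision of a 5'-TAMRA/3'-BHQ-2 THF-containing duplex, 50 nM; human APE1 0.75 nM after 15 min room-temperature exposure to compound; kinetic three-point read at one-minute spacing.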
Anesthetic bind – qHTS Assay for Identification of Novel General Anesthetics. Ferritin light chain (Equus caballus), P02791. 350,000 tested, 0.074% active. Potency, µM (highest dose often 77.5 µM), without a hit: at the highest dose activity change, negative = displacement, most hits filed as inhibitors. apoferritin/1-aminoanthracene competitive binding, fluorescence; further: potency means the concentration at half of the fitted maximal effect; on the % scale 0 is the no-effect control and ±100 the full control effect; nearly all actives have a fitted effect of over 20% in size
Target sequence (P02791 2-175 limits assumed): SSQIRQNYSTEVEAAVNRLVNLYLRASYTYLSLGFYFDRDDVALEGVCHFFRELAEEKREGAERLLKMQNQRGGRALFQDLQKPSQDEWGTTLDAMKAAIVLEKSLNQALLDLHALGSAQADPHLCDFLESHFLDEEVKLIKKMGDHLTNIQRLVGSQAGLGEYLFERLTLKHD
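Steps: apoferritin (10 uM) was premixed with half-saturated 1-AMA in PBS, compounds were pin-transferred, plates stood 10 min at room temperature, fluorescence was read at 380/535 nm, and curves were fitted with a Hill equation.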
POLI inh – qHTS for Inhibitors of Polymerase Iota | DNA polymerase iota (Homo sapiens), Q9UNA4 | 390,000 tested, 1% active | Potency, µM (titrated, usually from 115 µM), for inactives: at the highest dose activity, negative = inhibition, actives largely listed as inhibitors | Pol iota fluorescent replication assay, 10 min | AID 588590, 2011; further: potency means the concentration at half of the fitted maximal effect
Target sequence (Q9UNA4 whole entry, looked up): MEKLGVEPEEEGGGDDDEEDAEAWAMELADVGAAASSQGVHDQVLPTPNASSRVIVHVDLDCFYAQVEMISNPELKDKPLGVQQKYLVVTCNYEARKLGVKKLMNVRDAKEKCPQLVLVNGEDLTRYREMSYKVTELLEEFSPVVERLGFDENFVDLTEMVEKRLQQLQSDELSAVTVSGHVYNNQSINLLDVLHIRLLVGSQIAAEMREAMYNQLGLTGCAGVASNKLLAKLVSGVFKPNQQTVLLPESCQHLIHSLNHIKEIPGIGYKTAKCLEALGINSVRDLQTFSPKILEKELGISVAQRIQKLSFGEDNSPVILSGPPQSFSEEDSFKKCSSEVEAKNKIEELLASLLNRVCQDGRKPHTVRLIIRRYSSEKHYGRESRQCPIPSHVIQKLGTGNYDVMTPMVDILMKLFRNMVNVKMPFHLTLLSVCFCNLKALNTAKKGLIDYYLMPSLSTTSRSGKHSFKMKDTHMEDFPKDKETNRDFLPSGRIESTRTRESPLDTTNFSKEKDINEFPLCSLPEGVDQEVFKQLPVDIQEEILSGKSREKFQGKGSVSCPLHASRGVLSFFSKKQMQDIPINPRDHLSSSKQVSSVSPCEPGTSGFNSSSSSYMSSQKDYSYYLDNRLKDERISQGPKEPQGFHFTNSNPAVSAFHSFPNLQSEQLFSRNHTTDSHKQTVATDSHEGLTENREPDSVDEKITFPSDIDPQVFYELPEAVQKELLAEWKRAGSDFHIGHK
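Fluorescent replication assay read twice, at 0 min and 10 min after adding 50 nM (final) substrate. Enzyme (10 nM) and compounds were first incubated 15 min at room temperature; enzyme-free buffer wells were negative controls.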
The depositor's hits bear a star; ? = inconclusive; . = no result given; & = joins results of further samples; [ ] = remark or other dose. Unless noted, the call rests on the fitted dose curve; in most records, active means well fitted curve in the direction sought with a large enough effect; inconclusive means small, poorly fitted or top-dose-only effect, or another doubt; inactive means no such curve, though single readings can be large; an effect the other way counts as inactive or inconclusive. An excerpt. The share of hits here may be higher or lower than overall.

POLH inh,POLB inh,GRP78 ERSR act,POLK inh,LDHA inh,BLM inh,APEX1 inh,Anesthetic bind,POLI inh,canonical_smiles
-6%,.,-2%,-15%,1,.,24%,.,8%,CN(Cc1ccccc1)C(=O)c1ccc(NC(=O)C2CCN(C(=O)OC(C)(C)C)CC2)cc1
.,-2%,.,.,.,-7%,-3%,-17%,.,CSCCC(NC(=O)c1ccccc1)c1nc(-c2ccccc2)no1 (centres undefined)
-12%,-7%,-4%,13%,0,-8%,-6%,-10%,9%,COc1ccc(-c2csc(NC(=O)CCS(=O)(=O)c3ccccc3)n2)c(OC)c1
-13%,18%,0%,-17%,0,-7%,2%,-10%,-10%,CCOC(=O)c1ccc[n+](C(C)C(=O)c2ccc(-c3ccccc3)cc2)c1 (centres undefined)
-3%,13%,-5%,-17%,-7,-1%,-1%,4%,3%,COc1ccc(N(CC(=O)Nc2ccccc2C(=O)N2CCOCC2)S(=O)(=O)c2ccc(F)cc2)cc1
-11%,-1%,-2%,-13%,9,2%,13%,?,?,COc1cc(OC)cc(-c2cc3nc(C4CCN(C(=O)OC(C)(C)C)CC4)cc(=O)n3[nH]2)c1
-19%,-11%,6%,-13%,-1,-1%,16%,-7%,0%,O=C(CCS(=O)(=O)c1ccccc1)Nc1nnc(-c2ccco2)o1
.,.,-4%,-10%[60.1 µM],.,-4%,?,.,.,O=C(Nc1cccc(F)c1)N1CCC2(CC1)CCN(S(=O)(=O)c1ccccc1)CC2
-13%,-13%,-2%,3%,-5,-7%,29%,-10%,-30%,O=[N+]([O-])c1cc(C(F)(F)F)ccc1NCCc1ccncc1
-11%,.,-1%,10%,1,.,48%,.,14%,C[C@H](CO)N1C[C@H](C)[C@@H](CN(C)S(C)(=O)=O)Oc2c(NC(=O)C3CCCCC3)cccc2C1=O
-15%,-14%,-3%,-4%,0,-2%,7%,4%,5%,CN(C)/C=C/c1c(C#N)c(=O)ncn1Cc1ccccc1
-4%,.,-4%,0%,-3,.,2%,.,18%,CCOC(=O)c1ccn(CSc2c(F)c(F)cc(F)c2F)n1
0%,0%,-4%,-14%,-4,-1%,-5%,-15%,24%,CC1CCCCC1NC(=O)COC(=O)c1ccccc1NC(=O)c1ccco1 (centres undefined)
-10%,-1%,-2%,3%,-4,-5%,-5%,?,20%,CCOC(=O)c1sc(NC(=O)Cn2nnc3sc4c(c3c2=O)CCCC4)nc1C
-4%,3%,0%,-8%,-6,0%,-4%,-6%,-7%,COc1ccccc1NC(=S)N(Cc1ccc(Cl)cc1)CC1CCC(C(=O)O)CC1 (centres undefined)
35µM*,-27%,16%,-3%,-6,-8%,-2%,?,11%,COc1cc(NS(=O)(=O)c2ccc(N/C=C(\C#N)c3nc4cc(Cl)ccc4o3)cc2)nc(OC)n1
-12%,.,-3%,-1%,-4,.,13%,.,38%[activator],COc1ccc(NC(=O)CN(C)C(=O)c2ccc(N3CCOCC3)c([N+](=O)[O-])c2)cc1
2%,4%,-5%,-2%,-2,-2%,13%,-24%,6%,COc1ccc(Cn2nc(C)n(N(C)c3ncc(C(F)(F)F)cc3Cl)c2=O)cc1
-12%,2%,1%,14%,0,0%,10%,-4%,21%,O=C(NCCOc1ccccc1)c1cc(S(=O)(=O)N2CCOCC2)ccc1F
-6%,-11%,-5%,3%,-5,-2%,3%,-5%,100%[activator],Cc1cc(C)cc(-n2ccnc2SCC(=O)O)c1
-14%,.,-4%,11%,0,.,34%,.,14%,COc1ccc(C(C)(C)C)cc1NC(=O)c1ccccc1-n1cnnn1
-1%,-1%,1%,-3%,-10,-5%,34%,2%,-18%,O=C(O)CN1CCN(Cc2ccc(F)cc2)C1=O
-8%,-6%,3%,2%,-7,5%,.,37%,-14%,COC(=O)c1ccccc1NC(=O)Cn1c(=O)n(-c2ccc(Cl)cc2)c(=O)c2c(C)c(C)sc21
?,1%,-2%,-7%,8,-7%,0%,?,28%,FC(F)(F)c1cnc(Nc2ccc(N3CCOCC3)cc2)c(Cl)c1
-5%,14%,1%,-14%,-5,-5%,-4%,?,7%,O=C(CCCc1ccccc1)NC12CC3CC(CC(C3)C1)C2
-4%,15%,0%,-11%,-4,0%,-2%,-5%,45%[activator],Cn1c(C(=O)O)c(CC(=O)Nc2ccc(F)cc2F)c2ccccc21
-14%,17%,-3%,14%,1,-3%,14%,-6%,14%,Cc1ccc(S(=O)(=O)N2C(=O)CCC2C(N)=O)cc1 (centres undefined)
-28%,5%,-2%,-3%,-3,-9%,2%,-14%,16%,OCCNCCCCOc1cccc(Br)c1
-9%,.,-5%,3%,-3,.,22%,.,-17%,NC(=O)C1(c2ccccc2)OC1c1ccccc1 (centres undefined)
-12%,0%,-1%,-22%,-6,-3%,36%,4%,113%[activator],CCOc1ccc(-n2c(SCC(=O)NC)nnc2-c2ccco2)cc1

Four compounds from above, ordered by the value under Anesthetic bind, largest number first.
POLH inh,POLB inh,GRP78 ERSR act,POLK inh,LDHA inh,BLM inh,APEX1 inh,Anesthetic bind,POLI inh,canonical_smiles
-8%,-6%,3%,2%,-7,5%,.,37%,-14%,COC(=O)c1ccccc1NC(=O)Cn1c(=O)n(-c2ccc(Cl)cc2)c(=O)c2c(C)c(C)sc21
-12%,0%,-1%,-22%,-6,-3%,36%,4%,113%[activator],CCOc1ccc(-n2c(SCC(=O)NC)nnc2-c2ccco2)cc1
-1%,-1%,1%,-3%,-10,-5%,34%,2%,-18%,O=C(O)CN1CCN(Cc2ccc(F)cc2)C1=O
-28%,5%,-2%,-3%,-3,-9%,2%,-14%,16%,OCCNCCCCOc1cccc(Br)c1

Continuation:
POLH inh,POLB inh,GRP78 ERSR act,POLK inh,LDHA inh,BLM inh,APEX1 inh,Anesthetic bind,POLI inh,canonical_smiles
.,.,-6%,0%[60.1 µM],.,-10%,11%,.,.,O=c1c(-c2cc(F)cc(F)c2)nc2cnc(N3CCNCC3)nc2n1C1CC1
-13%,15%,-5%,-3%,-9,-4%,1%,-8%,-16%,Cc1cc(C)n2c(SCC(=O)Nc3ccccc3)nnc2n1
-21%,.,2%,-2%,-1,.,14%,.,40%[activator],CSCCC(NC(=O)COc1ccccc1)C(=O)OCC(=O)c1ccccc1 (centres undefined)
-17%,2%,0%,-22%,-11,-7%,-7%,-5%,4%,COc1cccc(S(=O)(=O)N2CCN(c3ccccc3F)CC2)c1
0%,?,-4%,-7%,-12,-4%,-1%,-20%,-10%,CCNC(=O)C1CC(=O)N(Cc2ccc3c(c2)OCO3)C(=Nc2ccc(F)cc2)S1 (centres undefined)
-31%,-2%,-8%,-4%,-5,-11%,14%,-6%,-1%,C=CCc1ccc(OCC(O)CN2CCN(Cc3ccc(Cl)cc3)CC2)c(OC)c1 (centres undefined)
-14%,-20%,-3%,-7%,0,-11%,1%,5%,-11%,O=C(Nc1ccccc1)C1=C[C@@H](c2ccc(Br)cc2)C[C@@H](OCc2ccc(CO)cc2)O1
-17%,-9%,-5%,?,-9,-4%,43%[activator][12.4 µM],2%,65%[activator],CCN1CCN(c2ncnc3sc(C)c(-c4ccccc4)c23)CC1
-10%,0%,-13%,-8%,-10,2%,2%,-9%,16%,Cc1ccc(C(=O)NNC(=O)CCCN2C(=O)/C(=C/c3ccccc3Cl)SC2=S)cc1
-11%,10%,-1%,-13%,-1&9,3%,-1%,-4%,44%[activator],CC(CN1CCN(C)CC1)OC(=O)c1cccc(F)c1 (centres undefined)
-24%,-2%,1%,-5%,-3,-6%,32%,-19%,29%,Cc1ccc(NC(=O)c2sc3ncnc(N4CCN(c5ccccn5)CC4)c3c2C)c(C)c1
-15%,9%,-2%,-19%,-4,-3%,.,8%,12%,CCc1cccc(NC(=O)c2cc3c(=O)oc4ccc(C)cc4c3s2)c1
-2%,7%,-3%,-7%,-2,1%,3%,-3%,19%,O=c1c2ccccc2nc2n1CCN2
-4%,14%,-4%,-6%,0,20%,-3%,-15%,14%,O=C(NCCN1CCCC1)c1ccc2c(=O)n(CCc3ccccc3)c(=O)[nH]c2c1
-23%,2%,-3%,-8%[60.1 µM],-4,-8%,.,-11%,7%,CCOC(=O)c1c(C)oc2ncnc(Nc3ccc(OC)c(OC)c3)c12
-16%,-8%,-3%,2%,-1,0%,21%,-1%,57%[activator],CCOc1ccc(N(CC(=O)N2CCCCCC2)S(C)(=O)=O)cc1
-8%,3%,4%,-4%,8,-5%,0%,6%,95%[activator],O=C(COc1ccc([N+](=O)[O-])cc1)Nc1ccc2c(c1)OCO2
-11%,.,-4%,17%,0,.,10%,.,34%[activator],Cc1ccc(C)c(S(=O)(=O)N2CCN(C(=O)c3ccccn3)CC2)c1
-12%,2%,4%,-3%,-7,-3%,-1%,?,15%,Cc1ccc(OCC(=O)N2CCCCCC2)c(C)c1
-5%,23%,0%,0%,-1,3%,-17%,-8%,-8%,COc1ccc(NC(=O)C(NC(C)=O)C(=O)Nc2ccc(F)cc2)cc1 (centres undefined)
-15%,57%,-4%,0%,-7,-1%,-9%,-3%,37%[activator],CNS(=O)(=O)c1cn(CC(=O)NCc2ccccc2OC)cc1S(=O)(=O)NC
-8%,17%,-1%,-9%,8,-7%,-2%,-1%,?,COc1ccc(N2CCN(Cc3nc4scc(-c5ccccc5)c4c(=O)[nH]3)CC2)cc1
-17%,2%,-2%,8%,-8,3%,-4%,-8%,16%,COc1cc(NS(=O)(=O)c2ccc(NC(=S)NC(=O)c3cccs3)cc2)nc(OC)n1
